# Screening results as filed in PubChem BioAssay.
# 12-LOX inh – Primary qHTS assay for inhibitors of human arachidonate 12S-lipoxygenase (ALOX12): Round 2. purified 12hLO, xylenol orange hydroperoxide absorbance. Polyunsaturated fatty acid lipoxygenase ALOX12 (Homo sapiens), P18054. Potency, µM (top dose mostly 108 µM), inactives show at the top dose activity change, negative = inhibition, most hits filed as inhibitors. AID 1671190, 2021. 1.1% of 580,000 active; active means well fitted inhibition curve with a large enough effect; inconclusive means small, poorly fitted or top-dose-only effect, or another doubt; inactive means no such curve, though single readings can be large or run the other way
# Target sequence (P18054 whole entry, looked up): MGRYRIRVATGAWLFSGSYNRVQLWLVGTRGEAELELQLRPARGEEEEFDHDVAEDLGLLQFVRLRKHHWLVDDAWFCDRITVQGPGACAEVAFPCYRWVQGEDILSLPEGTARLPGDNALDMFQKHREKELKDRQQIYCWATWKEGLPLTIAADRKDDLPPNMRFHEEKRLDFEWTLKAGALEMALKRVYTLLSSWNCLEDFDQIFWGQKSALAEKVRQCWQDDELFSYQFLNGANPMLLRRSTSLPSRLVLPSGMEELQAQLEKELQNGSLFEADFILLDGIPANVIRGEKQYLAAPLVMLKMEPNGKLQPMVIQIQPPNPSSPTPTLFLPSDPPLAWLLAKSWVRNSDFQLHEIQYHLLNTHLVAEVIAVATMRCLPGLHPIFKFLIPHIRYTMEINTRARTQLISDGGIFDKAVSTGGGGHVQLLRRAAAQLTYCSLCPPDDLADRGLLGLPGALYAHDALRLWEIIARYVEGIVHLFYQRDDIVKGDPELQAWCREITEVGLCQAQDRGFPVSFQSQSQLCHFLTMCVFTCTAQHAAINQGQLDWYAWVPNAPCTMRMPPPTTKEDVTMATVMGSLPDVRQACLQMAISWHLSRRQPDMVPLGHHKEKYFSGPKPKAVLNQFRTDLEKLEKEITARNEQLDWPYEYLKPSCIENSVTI
#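 Purified human 12hLO (150 nM final) in 25 mM Hepes, 0.01% Triton X-100, pH 7.0 was preincubated 15 min at room temperature with compound. Then 40 uM arachidonic acid was added, 30 min. Hydroperoxide was read by Fe-XO absorbance ratio 573/405 nm.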
# An asterisk follows results filed as active; u = inconclusive; [ ] = dose if it differs, or a comment. On the % scale 0 is the no-effect control and ±100 the full control effect; potency means the concentration at half of the fitted maximal effect. Not all compounds are listed; rates above refer to the full screens.
structure	12-LOX inh
CCC[C@@H]1NC(=O)CNC(=O)[C@H](Cc2ccccc2)NC(=O)[C@H]([C@H](C)O)NC(=O)[C@H](CCC(N)=O)NC(=O)C(C(C)C(C)Cl)NC(=O)[C@H](CC(C)C)N(C)C(=O)[C@H](C)NC(=O)CC(O)C(NC(=O)[C@@H](CC(C)C)NC=O)C(C)OC1=O (stereo not given in full)	u
CCCCn1nc(C(=O)Nc2ccc(OCC(=O)N(C)C)cc2)c2ccccc2c1=O	19.6%
O=C(NCCc1cccc2cccnc12)NC1CCN(CC2CCCC2)CC1	5.2%
O=C(Cc1cccs1)N(Cc1cccs1)C1CC1	-0.1%
O=C(CCl)NC(NC(=O)CCl)c1ccccc1F	u
Cc1nc2ccc(CC(=O)N[C@H](c3ccccn3)C3CC(O)C3)cc2[nH]1 (stereo not given in full)	47.7%[activator]
Cc1ccc(NC(=O)CCNc2cnc3cnccn23)cc1F	50.1µM*
COC(=O)c1[nH]c2ccccc2c1NC(=O)CCC1CCCC1	u
O=C(NCc1cc(F)cc(F)c1)c1ccc(N2CC3CC(C2)[C@H]2CCCC(=O)N2C3)nc1 (stereo not given in full)	25.7%
Cn1c(=O)c2nc(SCC(=O)Nc3ccc(F)c(Cl)c3)n(C)c2n(C)c1=O	-6.4%
CS(=O)(=O)N1CCC[C@@]2(CCN(c3ccncc3)C2)C1	7.5%[57.4 µM]
O=C(CN1C(=O)NC2(CCOCC2)C1=O)NCc1ccccc1	u

# Shown with values ahead of the structure: entries from further up.
12-LOX inh,SMILES
-0.1%,O=C(Cc1cccs1)N(Cc1cccs1)C1CC1
u,O=C(CCl)NC(NC(=O)CCl)c1ccccc1F
47.7%[activator],Cc1nc2ccc(CC(=O)N[C@H](c3ccccn3)C3CC(O)C3)cc2[nH]1 (stereo not given in full)
50.1µM*,Cc1ccc(NC(=O)CCNc2cnc3cnccn23)cc1F
u,COC(=O)c1[nH]c2ccccc2c1NC(=O)CCC1CCCC1
25.7%,O=C(NCc1cc(F)cc(F)c1)c1ccc(N2CC3CC(C2)[C@H]2CCCC(=O)N2C3)nc1 (stereo not given in full)
-6.4%,Cn1c(=O)c2nc(SCC(=O)Nc3ccc(F)c(Cl)c3)n(C)c2n(C)c1=O

# (cont.)
structure	12-LOX inh
CCN1CCN(c2nc3nnnn3c3sc4c(c23)CCN(Cc2ccccc2)C4)CC1	u
Cc1nc2c(c(-c3ccc(O)cc3)n1)CN([S+](=O)([O-])c1c(C)noc1C)CCC2	37.1%[activator]
Cc1cccc(-c2cccc3c4c([nH]c23)[C@@H]2C[C@H](N(C)C(=O)NC3CCCCC3)[C@H]([C@H](C)O)CN2CC4)c1	50.3%[activator]
COC(=O)CNc1ccccc1	u
CN(Cc1ccccc1C(F)(F)F)Cc1ccnn1C	46.5%[176 µM]
C=CCOc1cccc(NC(=O)C(C)(C)C)c1	-1.5%
CCOc1ccc(N(C(C)C(=O)NCc2ccc(Cl)cc2Cl)S(C)(=O)=O)cc1 (stereo not given)	u
CC(C)c1nc(CN(C)C(=O)c2csc3nc(-c4ccc(F)cc4)cn23)no1	17.0%
COc1cccc(NC(=O)c2ccnc(-c3nnc4ccc(Nc5ccccc5)nn34)c2)c1	18.4%
CC[C@H]1CN(C(=O)c2cccnc2)CC[C@H]1CC(=O)N(C)CCC#N	2.6%[176 µM]
Cc1n[nH]c(C)c1C(N)C(=O)N1CCN(Cc2ccccc2C#N)CC1 (stereo not given)	u
CC1Cc2cc(S(=O)(=O)NCCC(=O)Nc3cccc(C(F)(F)F)c3)ccc2N1C(=O)C1CC1 (stereo not given)	40.5%
CCOCCCNC(=O)C(NC(=O)C1CCC(C(C)C)CC1)C(C)C (stereo not given)	-0.6%
O=C(NCc1ccccc1-c1ccccc1)c1cn(Cc2ccc(F)cc2)nn1	5.9%
CC(C)c1cccc(C(C)C)c1NC(=O)C1CC=CCC1 (stereo not given)	u
O=C(NC1CC1)c1ccc(CNc2nc3ccccc3o2)cc1	-23.5%
CCCc1cc2c(OC)ccc(O)c2c(=O)n1C	-21.8%
CCOc1ccc(OCC(=O)NCCN2CCN(S(=O)(=O)c3ccc(C)cc3)CC2)cc1	u
CCC(C)Sc1c(C)cnc2c1c(=O)n(C)c(=O)n2C (stereo not given)	u
Cc1ccc(Cc2ccccc2C(=O)N2C[C@@H](CN(C)CCO)[C@@H](CO)C2)cc1	21.3%
O=C(c1cc(-c2ccc(O)cc2)n[nH]1)N1CCCC(CCc2ccc(F)cc2)C1 (stereo not given)	45.0%[activator]
CCCc1cc(=O)[nH]c(SCc2nc(-c3ccc(OC)cc3OC)no2)n1	-5.1%
CCOc1ccc(CN2CCCC(CO)(CCc3ccccc3)C2)cc1CO (stereo not given)	46.5%[activator]
CCCc1nc2nc(C)[nH]n2c(=O)c1NC(=O)Nc1cccc(C(F)(F)F)c1	u
COc1ccc(-c2nc(C#N)c(NCc3ccc4c(c3)OCO4)o2)cc1	-17.7%
COc1cccc(CC(=O)N2CCC3(CC2)CC(N(C(=O)NC(C)C)C2CC2)CCO3)c1 (stereo not given)	24.6%
O=C(C1CCCC1)N1CC[C@](O)(c2ccccc2)[C@H](N2CCCC2)C1	361.4%[activator]
CC(=O)NC1=NN(C(C)=O)C(c2cccc(OCc3ccccc3F)c2)S1 (stereo not given)	u
Cc1ccccc1OCC(=O)N1C[C@@H]2CCN(C)C[C@]2(C(=O)O)C1	-5.9%
CN(CC1CCOCC1)S(=O)(=O)Cc1cccc(Cl)c1	8.1%
CC(C)C[C@@H]1COc2cc(NCCCN3CCOCC3)ccc2S(=O)(=O)N1	-15.4%
COc1ccccc1OCCNC(=O)C1CCCN(Cc2ccncc2)CCC(=O)NCC1 (stereo not given)	24.3%
COc1ccccc1-n1cnc2cc(C(=O)NC3CC(C)(C)NC(C)(C)C3)ccc2c1=O	4.6%
O=C1CC(c2ccccc2)N(C(=O)C2CC2)CCCN(C(=O)CCCc2ccccc2)CCN1 (stereo not given)	7.8%
CCS(=O)(=O)Nc1ccc(C2(C(=O)NCc3cccc(F)c3)CCCCC2)cc1	28.0%
O=C(c1nc(-c2ccc(F)cc2)no1)N1CCN(c2ccc(Cl)c(Cl)c2)CC1	u
O=C(OCc1ccc(-c2ccccc2)cc1)c1cnc2ccccc2n1	1.7%
COc1ccc(C2(C(=O)N3CCCC(CN4CCOCC4)CC3)CC2)cc1 (stereo not given)	5.9%
CCCCCC1C(O)CC(c2ccccc2)N(C)C1c1ccccc1 (stereo not given)	-44.4%
CCN(CC)c1ccc(N=Cc2ccc(Br)s2)cc1	u
CN(CC(=O)NCCc1noc(-c2cccnc2)n1)S(=O)(=O)c1cccs1	u
CCOC(=O)Cc1cc(=O)n2[nH]c(NCc3cccc(C)c3)nc2n1	u
Cc1ccc(-c2cc(N3CCCN(C(=O)Cc4ccsc4)CC3)n[nH]2)cc1C	-5.5%
COC1CCC12CCN(C(=O)c1nccn1C)CC2 (stereo not given)	40.5%[activator]
Cc1cccc(CNC(=O)c2c(OCC(C)C)cc(=O)n3c2CCCCC3)c1	39.2%
O=C(O)c1ccc(NCc2nc3c(n2Cc2ccccc2)C(=O)N(CC2CCOCC2)CCN3)cc1	-4.2%
CC(=O)N(C[C@H]1O[C@@H](CC(=O)NC(C)C)[C@H](O)[C@@H]1O)C[C@H]1O[C@@H](CC(=O)NC(C)C)[C@H](O)[C@@H]1O	3.2%
COc1ccc(C(=O)N2C[C@@H]3C[C@H](C2)c2ccc(-c4ccc5ccccc5c4)c(=O)n2C3)cc1	-15.5%
Cc1ccc2nc(-c3ccc(C)c(NC(=O)c4ccc([N+](=O)[O-])o4)c3)oc2c1	-0.7%
COc1ccc(/C=C2\Oc3cc(OC(=O)C(C)(C)C)ccc3C2=O)c(OC)c1	u
O=C(COc1ccc(Cl)cc1)N(CCCN1CCOCC1)c1nc2ccccc2s1	u
Cn1c(=O)c2c(nc(N3CCCC3)n2Cc2ccccc2Cl)n(C)c1=O	-4.4%
CCCNC(=O)N1CCCC1c1nc(CCOCC2CC2)no1 (stereo not given)	18.1%
Cc1ccc(-c2noc(Cn3cnc4scc(-c5ccc(C)cc5)c4c3=O)n2)cc1	12.3%
CS(=O)(=O)N1CCCC1c1noc(CCC(=O)NC2CCS(=O)(=O)C2)n1 (stereo not given)	44.9%[activator]
COc1ccc(C(=O)N[C@@H]2CCC[C@@H]2C(=O)NCc2ccc3c(c2)OCO3)cc1	-0.4%
COC(=O)CSc1nc(N)c2c3c(sc2n1)CCCC3C (stereo not given)	10.6%
N[C@@H](Cc1cnc[nH]1)C(=O)N1CCC(c2nccn2Cc2ccccn2)CC1	98.1%[activator]
COc1ccc(C(=O)N2CC(N(C3CCOCC3)S(C)(=O)=O)C2)cc1OC	12.9%
COc1ccc2[nH]c(=O)c(CCC(=O)N(C)CCc3ccccc3)cc2c1	u

# New compounds follow.
structure	12-LOX inh
COCCNc1ncc(-c2ccc(NC(C)=O)cc2)c2c1OCC2	2.4%[176 µM]
Cc1ccc(CNS(=O)(=O)c2ccc3c(c2)NC(=O)C(C)CS3)cc1 (stereo not given)	9.8%
CN1CCN(c2ncc3nc(CCc4ccccc4)c(=O)n(CCc4ccccc4)c3n2)CC1	0.0%
COc1ccc(C(=O)N[C@H]2COC[C@H]2Cc2cc(C)no2)c(F)c1F	30.7%
COc1cccc(C(=O)N2CCC3(CC2)OCC(C(=O)NC(C)C)N3C(=O)c2ccc(F)cc2)c1 (stereo not given)	8.0%
O=C(N[C@@H]1COCC[C@@H]1Oc1ccc(F)cc1)c1cccn2cnnc12	21.5%
O=C(CCC[C@@H]1[C@H]2CCCN3CCC[C@@H](CN1C(=O)C1CCCC1)[C@@H]23)N1CCOCC1	38.4%[activator]
COc1ccc(OC2CCN(C(C)=O)CC2)c(C(=O)N2C[C@@H]3CCC[C@H]2C3)c1	-15.9%
CC(=O)NC(C(=O)Nc1ccc(SC2CCCC2)cc1)C(C)C (stereo not given)	34.1%[activator]
CC1(c2ccc3c(c2)OCO3)NC(=O)N(Cc2coc(-c3cccs3)n2)C1=O (stereo not given)	u
COc1ccc(C(=O)O)cc1Br	-2.8%
O=C(NC1CCCN(c2nc3ncccc3o2)C1)c1ccccc1 (stereo not given)	33.2%[176 µM]
CCOc1ccccc1C(=O)NC1CCN(c2cc(-c3ccc(OC)cc3)[nH]n2)C1 (stereo not given)	67.1%[activator]
CCN1C(=O)N/C(=C/c2cn(CC(=O)Nc3ccc(C)cc3)c3ccccc23)C1=O	u
Cc1ccc(C)c(S(=O)(=O)N2CCN(C(=O)Cc3c(C)nn(C)c3C)CC2)c1	13.3%
COc1cc(CNc2nn[nH]n2)ccc1OCc1c(F)cccc1Cl	66.7%[activator]
O=C(NCc1ccccc1)C1CCN(c2nc3ccccc3o2)CC1	1.2%
CNC(=O)c1ccc(Cl)c(NC(=O)NC(C)C(C)C)c1 (stereo not given)	1.6%
CCN(CC)CCCNc1oc(-c2ccccc2F)nc1C#N	-22.4%
CCC(CC)COC(=O)C(C#N)c1nc2ccccc2nc1N1CCN(C)CC1 (stereo not given)	-24.2%
CCCN(C)Cc1ccc2c(c1)OCO2	u
COc1ccc(OC)c(C(=O)OCc2cccc(C#N)c2)c1	3.6%
Cc1ccccc1S(=O)(=O)N(C)C[C@H]1OCc2cnnn2CCCC(=O)N([C@H](C)CO)C[C@@H]1C	u
Cc1cc(N)n(CC(=O)N2CC[C@@]3(O)CCN(S(C)(=O)=O)C[C@H]3C2)n1	3.5%
CC(C)NC(=O)CCCC(=O)NCC1(c2ccccc2)CC1	54.0%[activator]
CCC1(CO)CCCN(Cc2[nH]cc(C)c(=O)c2C)C1 (stereo not given)	109.6%[activator]
CCCNC(=O)Cc1csc2nc(C)c(-c3cc(C)n(-c4cccc(C)c4C)n3)c(=O)n12	u
Cc1ccc(CNC(=O)[C@H](Cc2ccccc2)NC(=O)c2cccs2)n1C	3.5%
O=C(CCCN1C(=O)COc2ccc(C(=O)COc3ccc(F)cc3Cl)cc21)NCC1CC1	4.5%
O=C(COC(=O)c1ccccc1-c1ccc(C(F)(F)F)cc1)c1cccc([N+](=O)[O-])c1	u
CCCCNC(=O)C(C)(C)n1cc(NC(=O)c2cc(C)oc2C)cn1	15.5%
COc1ccc(OCCNC(=O)c2cn(C)c3ccccc23)cc1	21.2%
CC(=O)Nc1cc(C(=O)N2CCCC(C)C2)cc2ncn(CCc3ccccn3)c12 (stereo not given)	5.9%
CC(C)OC1=CC(=O)OC(c2cccc(Cl)c2)C1 (stereo not given)	19.4%
Cc1ccc2oc(-c3ccc(NC(=O)c4cccc(F)c4)cc3)nc2c1	6.5%
COc1cccc(CCc2ccccc2OCC[C@@H]2C[C@@H](O)CN2C)c1	0.0%
C=CCNc1nc(-c2ccc3c(c2)CC(C)N3S(C)(=O)=O)cs1 (stereo not given)	u
Cc1ccc(-c2cc(C(=O)NCc3c(C)cc(C)[nH]c3=O)c3c(c2)N(C(C)C)CCO3)cc1	14.1%
O=C(Cn1ccn2nc(-c3ccccc3)c(CO)c2c1=O)Nc1cc(F)cc(F)c1	u
